# Bioassay records from PubChem BioAssay.
# RTF Ca sens inh – cardiac RTF calcium sensitivity inhibitors, primary screen, biochemical, IANBD-TnC fluorescence, EC70 calcium | Troponin I, cardiac muscle (Homo sapiens) + Troponin T, cardiac muscle (Homo sapiens) + … | IANBD-labeled cardiac RTF, Ca2+ fluorescence | inhibition, % at 7.15 µM | hit rate 0.12% among 340,000;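 active = inhibition above the mean inhibition of all tested compounds plus 3 SD, cut at about 17% in these data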;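 also: assay run at fixed EC70 calcium of 1.6 mM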
# Arr AP2 block – inhibitors of beta-arrestin/AP2 binding, primary screen, biochemical, GPCR trafficking, flow cytometry; AID 504490, 2011; inhibition, % at 10 µM; hit rate 0.31% among 340,000; FITC-arrestin peptide / GST-AP2 beads; AP2 beta2 appendage carries R879A mutation; beta-arrestin 1 C-terminal peptide binding to AP2 beta2-adaptin appendage (human);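 active = inhibition above a set limit, near 3 SD of compounds lacking own fluorescence, cut at about 54% in these data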;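 also: plate controls were DMSO wells for no effect and 5 µM unlabelled arrestin peptide for full effect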
#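 System: GST-AP2 R879A glutathione beads; medium: PBS, Tween 20 0.05%, BSA 0.1%; reagent: fluorescein-tagged arrestin peptide at 50 nM final; schedule: pre-incubation 12 min, peptide binding 1 h, room temperature; detection: flow cytometry, FL1 (488/535 nm); read-out: inhibition as reduced fluorescein signal on beads, percent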
# CAL PDZ FP-1 – CAL PDZ peptide-binding inhibitors, primary screen, biochemical, fluorescence polarization, Cer-tagged CAL PDZ, HTS; Golgi-associated PDZ and coiled-coil motif-containing protein (Homo sapiens), Q9HD26; purified CAL PDZ, TMR-peptide fluorescence polarization, 1 h; inhibition, % at 20 µM; hit rate 0.02% among 330,000; AID 504414, 2011;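 active = highest replicate inhibition of at least 40%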;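 also: plate controls were DMSO neutral control wells for no effect and unlabeled competitor peptide control wells for full effect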
#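 Material – purified CerCALP PDZ construct · Detection – FP readout, S and P plane fluorescence · Measure – percent inhibition from loss of millipolarization · Controls – unlabelled peptide for full inhibition, DMSO wells as neutral · Probe or stimulus – TMR-labelled reporter peptide T*-PRC34 bound in PDZ groove · Times – 1 h at RT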
# V-ATPase pHluor – regulators of yeast V-ATPase proton pumping, primary screen, pHLuorin cytosolic pH fluorescence; S. cerevisiae; response, % at 10 µM; hit rate 0.37% among 350,000; AID 504577, 2011; in the data active = response mostly above about 7.3%, no sharp cut-off; inactive = mostly below about 5.4%; also: actives read high; inactives centre near 0; some compounds called inactive have numbers as strong as hits
# NSD2 inh – NSD2 histone methyltransferase inhibitors, primary screen, biochemical, AlphaScreen, single concentration, set 2; Histone-lysine N-methyltransferase NSD2 (Homo sapiens), O96028; NSD2 peptide methylation, 120 min; inhibition, % at 12.5 µM; hit rate 0.54% among 310,000; in the data active = inhibition above about 50%
# Target sequence (O96028 whole entry, looked up): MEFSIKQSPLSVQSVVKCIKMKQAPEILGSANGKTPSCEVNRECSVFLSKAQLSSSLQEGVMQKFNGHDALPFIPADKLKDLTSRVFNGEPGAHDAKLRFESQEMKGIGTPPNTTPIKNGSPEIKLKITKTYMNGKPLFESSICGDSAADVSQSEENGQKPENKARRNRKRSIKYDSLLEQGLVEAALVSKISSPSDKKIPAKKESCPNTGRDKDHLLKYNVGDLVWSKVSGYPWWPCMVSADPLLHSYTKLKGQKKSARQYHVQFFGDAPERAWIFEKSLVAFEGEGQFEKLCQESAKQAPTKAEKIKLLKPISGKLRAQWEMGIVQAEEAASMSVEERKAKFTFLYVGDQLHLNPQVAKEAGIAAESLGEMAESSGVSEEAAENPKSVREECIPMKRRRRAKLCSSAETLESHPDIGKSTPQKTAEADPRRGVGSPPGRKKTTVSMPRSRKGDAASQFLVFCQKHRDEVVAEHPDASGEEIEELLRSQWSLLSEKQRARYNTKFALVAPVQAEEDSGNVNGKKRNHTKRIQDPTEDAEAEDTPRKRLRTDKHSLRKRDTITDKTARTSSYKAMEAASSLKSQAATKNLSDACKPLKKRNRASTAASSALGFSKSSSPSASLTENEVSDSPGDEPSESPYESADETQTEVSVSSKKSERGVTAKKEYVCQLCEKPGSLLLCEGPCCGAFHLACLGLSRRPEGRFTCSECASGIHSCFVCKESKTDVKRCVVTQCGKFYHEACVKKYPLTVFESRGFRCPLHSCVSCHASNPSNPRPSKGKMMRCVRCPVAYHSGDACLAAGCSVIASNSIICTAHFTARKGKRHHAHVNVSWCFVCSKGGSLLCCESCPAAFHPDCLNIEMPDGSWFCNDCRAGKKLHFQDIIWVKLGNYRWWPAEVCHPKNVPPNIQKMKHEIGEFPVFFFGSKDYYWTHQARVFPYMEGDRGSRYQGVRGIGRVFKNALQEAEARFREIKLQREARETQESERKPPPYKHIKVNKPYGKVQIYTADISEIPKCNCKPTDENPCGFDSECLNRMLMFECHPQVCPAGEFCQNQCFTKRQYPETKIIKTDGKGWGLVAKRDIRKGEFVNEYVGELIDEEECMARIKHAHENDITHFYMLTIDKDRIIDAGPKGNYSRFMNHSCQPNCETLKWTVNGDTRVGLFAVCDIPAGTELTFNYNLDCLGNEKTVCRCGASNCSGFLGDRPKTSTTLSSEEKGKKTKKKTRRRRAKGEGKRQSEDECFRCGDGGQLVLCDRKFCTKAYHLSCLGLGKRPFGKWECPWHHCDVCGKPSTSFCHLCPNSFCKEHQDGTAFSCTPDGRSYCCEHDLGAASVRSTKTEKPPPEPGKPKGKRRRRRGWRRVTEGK
# LANA DNA inh – inhibitors of KSHV C-LANA binding to DNA, primary screen, biochemical, fluorescence polarization, FAM-LBS DNA, MBP-C-LANA, single point. AID 504423, 2011. Kaposi's sarcoma herpesvirus LANA C-terminal domain (residues 932-1162) DNA binding. hit rate 0.078% among 340,000. inhibition, % at 9 µM;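 active = highest replicate inhibition at or above 60% at 9 µM, even if other replicates fall short; inactive = all replicates below 60% inhibition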;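 also: 0% = neutral control wells and 100% = 4 µM acridine orange control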
# CAL PDZ FP-2 – untagged CAL PDZ binding inhibitors, primary screen, biochemical, fluorescence polarization, HTS. purified CAL PDZ, TMR-peptide fluorescence polarization, 1 h. AID 602252, 2012. inhibition, % at 24.9 µM. hit rate 0.92% among 300,000. Golgi-associated PDZ and coiled-coil motif-containing protein (Homo sapiens), Q9HD26;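 active = mean inhibition of at least 30% with at least half of replicates also reaching 30%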;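 also: 0% = DMSO neutral control and 100% = excess unlabeled competitor peptide PRC23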
# Keap1 Nrf2 FP – Keap1-Nrf2 protein-protein interaction inhibitors, primary screen, biochemical, fluorescence polarization, single point. Keap1 Kelch-Nrf2 peptide fluorescence polarization, 1536-well. hit rate 0.15% among 340,000. Kelch-like ECH-associated protein 1 (Homo sapiens), Q14145. inhibition, % at 9.4 µM; in the data active = inhibition above about 12%;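 also: human Keap1 Kelch domain with fluorescein labeled Nrf2 9mer peptide probe; 0% = neutral control wells and 100% = peptide positive control; higher means more block of Keap1 binding to Nrf2 peptide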
# DAGLB inhibitor – DAGLB lipase inhibitors, primary screen, biochemical, fluorescence, HTS; Diacylglycerol lipase-beta (Homo sapiens), Q8NCG7; hit rate 0.059% among 340,000; HEK293T DAGLB membrane lysate, EnzChek fluorogenic substrate; inhibition, % at 5.17 µM; in the data active = inhibition above about 34%;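 also: 0% = enzyme with vehicle and 100% = wells lacking enzyme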
# Pemphigus Ab inh – inhibitors of pemphigus antibody binding to DSG3, primary screen, biochemical, bead-based, flow cytometry, scFv-GFP; Desmoglein-3 (Homo sapiens), P32926; binding (percent of control), % at 10 µM; DSG3-coupled beads, scFv-anti-DSG3-GFP binding; active compounds read low; hit rate 0.48% among 310,000;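 active = binding more than 3 SD below its plate's average and above zero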;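 also: hits lower antibody fragment binding to DSG3; some compounds called inactive have numbers as strong as hits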
# Starred values were filed as active, the others as inactive; / = no result given.
structure,RTF Ca sens inh,Arr AP2 block,CAL PDZ FP-1,V-ATPase pHluor,NSD2 inh,LANA DNA inh,CAL PDZ FP-2,Keap1 Nrf2 FP,DAGLB inhibitor,Pemphigus Ab inh
O=C(CSc1nncs1)NNC(=O)c1ccco1,-1,39,-1.1,1,-1,-0.4,/,-1,0,102
C=CCn1c(SCC(=O)NCc2cccs2)nnc1C1CCCCC1,-4,8,/,6,-4,0.9,-3,1,-3,101
O=C(CSc1nnc(C2CC2)n1Cc1ccco1)NCC(F)(F)F,2,-2,-4.1,5,-1,0.6,-2,10,3,103
COc1ccc(NC(=O)CCNC(=O)c2ccccc2)cc1S(N)(=O)=O,1,22,-1.8,0,4,-1.4,-2,-2,0,113
COc1ccccc1C(=O)NNC(=O)C(=O)NC(C)(C)C,0,3,/,3,-2,2.0,-1,-4,-2,102
Cc1ccc(NC(=O)C2OCCc3ccccc32)cc1Cl (stereo not given),-3,6,-1.3,-3,-4,0.3,-4,0,-7,104
COC(=O)C1=CN(Cc2ccc(OC)cc2)C=C(C(=O)OC)C1c1ccsc1,1,13,-1.1,2,-13,-0.8,-2,-4,-3,99
Cc1ccc(S(=O)(=O)N2CCCCC2)cc1NC(=O)COC(=O)CNC(=O)c1cc(Cl)cc([N+](=O)[O-])c1,-5,7,0.2,-3,-1,-1.0,0,-4,3,99
COc1ccccc1NS(=O)(=O)c1cccc(C(=O)NCC2(N3CCCCC3)CCCCC2)c1,-22,-7,-3.6,5,19,-0.5,-6,-8,3,104
CCN(CCNC(=O)c1ccc(CSc2nc3ccncc3[nH]2)cc1)c1ccccc1,-3,-5,0.4,2,/,-0.8,/,3,2,100
Cc1ccc(SCC(=O)OCC(=O)NC2CCCCCC2)cc1,-8,2,-2.1,2,-5,0.9,18,-6,-3,104
CCC(C)c1ccc(OCC(=O)Nc2ccc(CN3CCOCC3)cc2)cc1 (stereo not given),-8,9,-1.9,0,1,1.8,-3,-5,-7,118
CN(C)c1ccc(CN(C(=O)COc2ccccc2)C2CCS(=O)(=O)C2)cc1 (stereo not given),-6,4,-0.6,-3,1,0.1,/,-3,-1,111
N#C/C(=C/c1ccc(O)cc1)C(=O)NCc1ccc(Cl)cc1,-7,12,-2.5,-7,5,0.9,-4,-2,-1,110
CC(C)CN(C(=O)COC(=O)c1ccccc1SCC(=O)NC1CCCCCC1)C1CCS(=O)(=O)C1 (stereo not given),-10,12,-2.7,-3,2,3.7,-1,-5,0,98
CCOC(=O)C1(CCCc2ccccc2)CCN(S(=O)(=O)N(C)C)CC1,-8,11,/,-1,-5,0.1,-5,-4,-7,96
Cc1c(NC(=O)C(C)OC(=O)/C=C/c2ccc(OC(F)F)cc2)c(=O)n(-c2ccccc2)n1C (stereo not given),-15,-1,-2.6,3,-2,0.0,-4,1,2,99
COc1cc(/C=N/NC(=O)c2cccnc2)cc2c1OCO2,0,3,-0.9,0,0,-0.8,-2,3,0,103
COc1cccc(-c2nn(-c3ccccc3)cc2C(=O)OCC(=O)Nc2ncc(Cl)cc2Cl)c1,-11,-5,-1.2,0,-2,21,-3,8,-1,103
c1ccc(Cn2nnnc2C(c2cccs2)N2CCc3ccccc3C2)cc1 (stereo not given),-3,8,-0.1,0,/,0.1,3,-2,-9,86
O=C(COC(=O)c1ccccc1O)NCCCc1ccccc1,5,39,2.6,3,-8,-0.8,-3,1,-5,99
CCn1c(=O)c([N+](=O)[O-])c(NC2CCS(=O)(=O)C2)c2ccccc21 (stereo not given),-7,14,0.5,-2,-1,-1.2,-5,1,0,108
COc1cc(C2c3c([nH]c(=O)[nH]c3=O)Nc3ccc4ccccc4c32)cc(OC)c1OC (stereo not given),-1,37,-0.6,-1,3,-1.5,5,-4,6,103
O=C(O)C1CCCN(C(=O)c2cccc3ccccc23)C1 (stereo not given),-3,-3,-1.2,2,0,-0.6,1,-10,2,120
CN(c1ccc(C(=O)Nc2cccc(O)c2)cc1)S(=O)(=O)c1ccccc1,-1,-9,-1.0,2,8,-2.3,-8,0,1,104
O=C(Nc1nccs1)c1ccc(S(=O)(=O)N2CCCCC2)cc1,-8,7,-2.9,-2,/,0.4,/,2,-1,97
O=C(CSc1ccc2ccccc2c1)Nc1ncccn1,0,15,-0.9,1,-1,-2.2,-4,-2,-3,105
Cn1cnc2c(cnn2C)c1=N,1,46,-0.5,-3,0,-0.3,/,4,-2,96
COc1ccc(CCNC(=O)CCC(=O)NC2CCCCC2)cc1OC,0,-12,-0.7,0,0,0.5,-1,-3,1,115
CN1\C(=C/C=C/C=C/C=[N+](C)C)C(C)(C)c2ccccc21,-411,15,-27,-2,/,-9.9,-145,-36,-56,66*
O=S(=O)(CC(O)COc1ccccc1Cl)c1ccccc1 (stereo not given),-10,6,-0.2,-1,0,-0.8,/,-2,-2,106
COCCN(CC(=O)NC1CCCCC1)C(=O)CCCC(=O)Nc1ccccn1,-12,-3,-2.1,-2,-4,0.0,-2,0,-3,97
COc1ccc(CNS(=O)(=O)c2c(C(=O)N3CCCCC3)c(C)n(C)c2C)cc1,-5,1,-2.4,-1,-6,0.0,4,2,-2,105
Cc1ccc(Nc2nc(CSc3nnnn3C)cs2)cc1,-2,30,-0.8,-5,6,0.6,-4,4,2,111
O=C(CN1CCCCCC1)Nc1ccccc1OC(F)F,11,4,-1.3,8,-1,1.3,-1,-3,-3,103
COc1c(C=O)c(CCN(C)C(=O)c2ccc(F)cc2)cc2c1OCO2,5,27,-0.1,-1,-3,1.0,/,-4,-4,105
COC1OC2COC(c3ccccc3)OC2C2OC12 (stereo not given),5,11,-0.8,-7,-1,-0.5,144*,0,0,98
Cc1c([C@@H]2C[C@H]3CN(Cc4cccc(Cl)c4)C(=O)[C@]34CCCN24)cnn1C,-12,9,0.3,3,-2,-0.7,-2,-6,-3,188
CC(C)(C)c1cc(NC(=O)CCSc2nnc3ccccn23)cc(C(C)(C)C)c1,-4,-3,-0.5,0,-1,-0.8,-2,2,-3,/
O=C(Nc1ccc(Cl)cc1)Nc1nnc(/C=C/c2ccccc2)s1,-6,8,-1.6,4,-2,-3.8,0,-2,1,83
Clc1cccc(Cl)c1OCCOCCNCc1ccccc1,-13,10,0.2,-1,-1,0.8,-11,-7,-2,124
COc1ccc(CCNC(=O)c2cccc(S(=O)(=O)N3CCCCC3)c2)cc1,-3,40,-0.4,0,-1,-1.2,/,-3,-2,103
CCn1nc(NS(=O)(=O)c2ccccc2[N+](=O)[O-])c2cc3cccc(C)c3nc21,1,2,0.3,0,15,-0.1,/,-2,13,105
Cc1cc(NCCCn2ccnc2)n2nc(-c3ccc(F)cc3)cc2n1,-11,-1,-2.7,-1,-2,1.5,-3,-3,2,105
O=C(Nc1ncnc2c1C(c1ccccc1)c1c(ccc3ccccc13)O2)c1ccccc1 (stereo not given),8,-2,-1.5,-1,/,0.3,-5,-7,0,100
COCC(=O)N(Cc1cc2cc(OC)ccc2[nH]c1=O)c1ccccc1OC,6,-9,-1.0,-3,0,-0.7,-5,-5,2,106
O=C(COC(=O)/C=C/c1ccccc1)NCc1ccc2c(c1)OCO2,-2,30,0.1,-1,29,0.1,-4,-2,-2,/
CC(=O)c1cccc(NC(=O)NCc2ccco2)c1,-2,3,-1.1,6,0,-1.6,-1,-6,0,97
COc1ccc(C(C)=O)cc1COC(=O)CCCN1C(=O)c2ccccc2C1=O,-4,43,-3.2,6,0,0.4,-3,-2,-5,100
COc1ccc(-c2noc(-c3ccccc3-c3ccccc3)n2)cc1,-9,5,-1.2,-3,-2,1.1,0,2,-12,/
CCCn1nc2cc(C(=O)NCCCCc3ccccc3)ccc2c1OCC,-10,3,0.0,1,/,-0.4,-3,0,-3,103
COCCOc1cc(Nc2nnc(C(F)(F)F)s2)c(Cl)cc1Cl,-16,1,-4.9,3,1,1.9,-2,4,-2,107
Cc1ccc(NC(=O)N2Cc3ccccc3CC2C(=O)NC(C)(C)C)cc1 (stereo not given),-10,9,-0.5,-1,25,0.7,-1,-2,-3,101
Cc1cc(C)c(S(=O)(=O)NCC23C=CC(O2)C2C(=O)N(c4ccccc4)C(=O)C23)c(C)c1 (stereo not given),-3,5,-0.2,2,1,0.3,43*,1,-3,99
O=C(Nc1cccc(F)c1)c1ccco1,1,10,54*,-2,/,0.1,1,4,-3,113
COc1cc([N+](=O)[O-])ccc1NC(=O)/C=C\C(=O)O,9,28,-1.3,-2,-4,-0.4,-1,0,0,99
COc1ccc(NC(=O)c2ccc3ccccc3c2OC)cc1,-9,5,-0.7,1,-1,0.2,/,4,-2,106
O=C1[C@H]2[C@@H](c3ccc(F)cc3)N3C(=O)N(c4ccc(Br)cc4)C(=O)[C@@]3(Cc3ccc(Cl)cc3)[C@H]2C(=O)N1C1CCCCC1,-4,6,-0.3,12*,/,-1.6,0,-3,0,91
Clc1ccc(CSc2ncnc3c2ncn3C2CCCCO2)cc1 (stereo not given),-9,3,-0.4,1,19,-0.1,-3,1,2,/
O=C(N/C(=C\c1ccco1)C(=O)N1CCCC1)c1ccccc1,7,16,-2.7,2,6,0.7,-4,0,-3,/
O=C1c2ccccc2C(=O)N1CC(O)Cn1nnc2ccccc21 (stereo not given),-1,15,-0.8,6,9,-1.4,1,1,1,102

# A portion of the library; count on the stated rates, not on these rows.
